Screens deposited in PubChem by several laboratories.
NPR1 activator: GC-A stimulated cGMP production enhancers – HEK293 GC-A cells, cGMP TR-FRET, EC30 ANP, primary screen. 0% at EC30 ANP, 100% saturating ANP. activation, % at 10 µM. hit rate 0.14% among 370,000. AID 1671463, 2021; in the data active = activation above about 40%
Target sequence (P16066 whole entry, looked up): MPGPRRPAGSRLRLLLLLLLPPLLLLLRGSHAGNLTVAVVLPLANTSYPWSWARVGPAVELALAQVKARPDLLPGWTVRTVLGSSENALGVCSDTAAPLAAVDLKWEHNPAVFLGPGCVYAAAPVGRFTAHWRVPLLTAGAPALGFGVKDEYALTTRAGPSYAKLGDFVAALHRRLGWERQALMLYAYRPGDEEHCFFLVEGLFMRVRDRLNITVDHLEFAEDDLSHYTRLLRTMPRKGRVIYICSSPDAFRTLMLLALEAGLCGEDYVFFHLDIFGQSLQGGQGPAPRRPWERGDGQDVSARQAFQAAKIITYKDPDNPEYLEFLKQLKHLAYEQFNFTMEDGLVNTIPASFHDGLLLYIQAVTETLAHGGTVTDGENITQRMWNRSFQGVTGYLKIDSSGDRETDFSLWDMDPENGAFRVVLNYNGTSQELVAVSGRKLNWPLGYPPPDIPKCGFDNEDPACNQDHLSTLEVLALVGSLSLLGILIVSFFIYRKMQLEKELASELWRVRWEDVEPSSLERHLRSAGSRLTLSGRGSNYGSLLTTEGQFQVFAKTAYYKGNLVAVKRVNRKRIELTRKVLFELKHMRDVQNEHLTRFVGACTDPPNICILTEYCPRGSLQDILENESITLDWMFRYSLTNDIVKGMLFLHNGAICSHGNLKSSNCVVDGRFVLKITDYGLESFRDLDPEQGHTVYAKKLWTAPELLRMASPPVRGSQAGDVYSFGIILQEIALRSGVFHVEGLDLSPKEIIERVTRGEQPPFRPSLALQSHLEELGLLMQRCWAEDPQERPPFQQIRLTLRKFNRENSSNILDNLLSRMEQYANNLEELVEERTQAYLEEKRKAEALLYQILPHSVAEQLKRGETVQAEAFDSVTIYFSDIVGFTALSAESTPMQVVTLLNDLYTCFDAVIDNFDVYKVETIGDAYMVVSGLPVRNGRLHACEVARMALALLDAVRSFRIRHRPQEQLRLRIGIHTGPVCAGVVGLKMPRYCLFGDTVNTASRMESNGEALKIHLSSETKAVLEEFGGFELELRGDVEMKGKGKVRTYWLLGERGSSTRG
FXN GAA850 act: FXN promoter activators, primary screen, cell-based, luciferase luminescence, HEK293 lucGAA850 | hit rate 0.56% among 360,000 | HEK293 lucGAA850 FXN promoter luciferase reporter, 24 h; percent of 10 µM SAHA response | activation, % at 6 µM;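 active = activation above the average of all compounds screened plus 3 SD, cutoff fixed separately per campaign, cut at about 7.5% in these data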;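 note: 0% = DMSO wells and 100% = 10 µM SAHA wells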
DAX1 inh-1: DAX1 (NR0B1) inhibitors, primary screen, cell-based, HEK293, Gal4-DAX1, luciferase luminescence; Nuclear receptor subfamily 0 group B member 1 (Homo sapiens), P51843; HEK293 Gal4-DAX1 luciferase reporter; inhibition, % at 6.75 µM; hit rate 0.99% among 340,000; AID 504766, 2011;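 active = inhibition above the mean over all tested compounds plus 3 SD, cut at about 4.2% in these data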;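 note: 0% = DAX1-transfected cells with DMSO and 100% = empty-vector control cells with DMSO; inhibition shows as a rise in luminescence from relieved DAX1 repression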
hcDAF12 agonist: H. contortus DAF-12 nuclear receptor activators, primary screen, cell-based, luminescence, HEK293, lit1-tk-luc reporter; HEK293 hcDAF-12 lit1-tk-luc reporter; 0% DMSO, 100% Δ7-dafachronic acid; activation, % at 6.8 µM; hit rate 1.4% among 370,000;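 active = activation above the mean of all tested compounds plus 3 SD, cut at about 5.5% in these data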;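 note: 100% = response to 3 µM Δ7-dafachronic acid high control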
ssDAF-12 act: S. stercoralis DAF-12 nuclear receptor activators, primary screen, cell-based, luminescence, HEK293, GRIP1 co-expression, lit1-tk-luc; Nuclear hormone receptor DAF-12 (Strongyloides stercoralis); HEK293 ssDAF-12/GRIP1 lit1-tk-luc reporter; % of 3 µM dafachronic acid response; activation, % at 6.8 µM; hit rate 1% among 370,000; AID 652126, 2013;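 active = activation above the mean over all tested compounds plus 3 SD, cut at about 0.9% in these data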;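 note: 0% = DMSO-only wells and 100% = 3 µM delta7-dafachronic acid wells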
ADAM10 inh: human ADAM10 inhibitors, primary screen, biochemical, QFRET, HTS. Disintegrin and metalloproteinase domain-containing protein 10 (Homo sapiens), O14672. recombinant ADAM10, EDANS/DABCYL FRET peptide cleavage, 3 h. hit rate 0.62% among 370,000. inhibition, % at 7 µM;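 active = inhibition above a per-campaign cutoff equal to the mean of compounds falling between control-based bounds plus 3 SD, cut at about 20% in these data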;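 note: 0% = DMSO wells while the 100% control is not disclosed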
hgDAF12 agonist: H. glycines DAF-12 receptor agonists, primary screen, cell-based, luminescence, HEK293, GAL4 fusion, UAS-luciferase; Nuclear hormone receptor DAF-12 (Heterodera glycines), GAL4 fusion; HEK293 GAL4-hgDAF12 UAS-luciferase reporter, agonist luminescence; normalized to butyrate control; activation, % at 6.8 µM; hit rate 1.8% among 370,000;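 active = activation above a cutoff set at the mean of all screened compounds plus 3 SD, cut at about 10% in these data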;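 note: 0% = DMSO wells and 100% = sodium butyrate wells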
SMARCA2 act: SMARCA2 (BRM) function activators, primary screen, cell-based, luminescence, high throughput | activation, % at 9.1 µM | MG213 cells, MMTV-luciferase reporter, dexamethasone, overnight | AID 652017, 2013 | hit rate 1% among 370,000; in the data active = activation above about 7.8%;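 note: 0% = vehicle wells and 100% = reference activator wells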
HGIII-sPLA2 inh: human group III sPLA2 inhibitors, primary screen, biochemical, QFRET, BODIPY PC-A2 liposome substrate | hit rate 0.56% among 370,000 | inhibition, % at 12.2 µM | Group 3 secretory phospholipase A2 (Homo sapiens), Q9NZ20 | QFRET BODIPY PC-A2 liposome hydrolysis, fluorescence;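 active = inhibition above mean plus 3 SD of compounds lying within the high and low control bounds, cut at about 19% in these data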;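 note: 0% = median of test compound wells and 100% = no enzyme DMSO wells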
DAX1 inh-2: DAX1 (NR0B1) inhibitors on StAR promoter, primary screen, cell-based, luminescence, SF-1 (NR5A1), full-length DAX-1. AID 652010, 2013. inhibition, % at 6.8 µM. hit rate 1.1% among 370,000. HEK293T StAR-luciferase reporter, SF-1/DAX-1 repression relief;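 active = inhibition above the mean over all tested compounds plus 3 SD, cut at about 3.6% in these data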;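 note: 0% = DAX-1 cells with DMSO and 100% = cells lacking DAX-1 with DMSO; higher inhibition means more luminescence from relief of DAX-1 repression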
GC-B act: human GC-B receptor activators, primary screen, HEK293 GC-B cells, cGMP TR-FRET, EC30 CNP. 0% at EC30 CNP, 100% saturating CNP. activation, % at 10 µM. hit rate 0.11% among 370,000. AID 1920062, 2024;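 active = activation at 10 µM reaching about 35% in either raw or pattern-adjusted values, limit read from the data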
* hit, by the source's call; i = inactive; . = not tested or not shown. An unsorted share of the library; overall some 6.6% were active at least once.

SMILES | NPR1 activator | FXN GAA850 act | DAX1 inh-1 | hcDAF12 agonist | ssDAF-12 act | ADAM10 inh | hgDAF12 agonist | SMARCA2 act | HGIII-sPLA2 inh | DAX1 inh-2 | GC-B act
CCOc1ccccc1-c1cc(C(=O)Nc2ccc(C(=O)O)cc2)c2ccccc2n1 | 5.1 | -1.8 | -1.6 | 2.1 | -0.4 | 9.3 | 1.2 | -2.0 | -10.7 | -0.5 | 0.8
COc1ccc(NC(=O)c2nc[nH]c2C(=O)N[C@@H](C)C(=O)OC(C)(C)C)cc1 | 0.9 | 0.9 | 1.5 | -1.2 | -1.0 | -1.2 | 0.2 | 0.5 | -6.8 | 0.0 | 6.3
CN(CC(=O)Nc1ccccc1Cl)C(=O)C1CCN(C(=O)c2ccc(F)cc2)CC1 | -3.2 | 1.7 | -0.1 | -2.3 | -1.9 | -10.2 | 3.5 | -3.3 | 11.3 | -0.7 | -2.5
O=C(Nc1ccc(C(F)(F)F)cc1)c1ccccc1-n1cnnn1 | -0.2 | 2.7 | -1.1 | -1.5 | -1.0 | -3.3 | -0.6 | 2.0 | 8.2 | 1.0 | -3.1
C[C@H]1CN([C@@H](C)CO)C(=O)c2cc(Br)cnc2O[C@H]1CN(C)C(=O)c1ccccn1 | 4.3 | 2.1 | 0.8 | -0.6 | -1.4 | -8.6 | -1.3 | -0.9 | 6.0 | -0.9 | 6.9
COC(=O)[C@]12C[C@H](CC(=O)N3CCOCC3)C(=O)N(CCC3=CCCCC3)C1=C[C@H](C(C)C)O[C@@H]2C1CC1 | -3.3 | . | . | -2.0 | -1.4 | 5.3 | -0.7 | -4.0 | -3.2 | -0.9 | 0.8
CCOc1ccc(N(C(=O)c2ccc3c(c2)OCO3)C2C=CS(=O)(=O)C2)cc1 (centres undefined) | -2.0 | -1.8 | -0.9 | -1.0 | -1.2 | -6.8 | 2.8 | -2.2 | 5.0 | -0.9 | -2.1
O=C(CN1CCN(c2nc(-c3ccc(F)cc3)cs2)CC1)Nc1ccc2c(c1)OCO2 | -0.2 | 2.0 | 0.9 | 0.5 | -0.9 | 9.9 | 2.3 | -2.8 | -0.7 | -1.4 | 6.5
CCN(CC)S(=O)(=O)c1ccc(Cl)c(NC(=O)c2cc(Cl)cc(Cl)c2)c1 | -7.7 | 0.3 | -0.2 | 0.1 | -0.8 | -11.1 | -1.9 | -0.5 | 8.3 | -0.3 | -0.3
CCC(CC)C(=O)c1c[nH]c(C(=O)NCCCN2CCOCC2)c1 | -1.9 | -1.6 | 0.2 | -1.2 | -0.8 | 3.1 | 0.7 | -0.2 | 3.1 | -0.2 | -3.3
COc1ccccc1NC(=O)c1nn(-c2ccc(F)c(F)c2)ccc1=O | 2.0 | -0.6 | 1.5 | -1.4 | -1.5 | 2.9 | 0.8 | 0.4 | 1.9 | 0.2 | -4.8
O=C1NC[C@@H](CCCCN2CCN(CCc3ccc(O)cc3)C(=O)C2=O)N(CCC2CCCCC2)C1=O | -1.8 | . | . | -1.5 | -1.5 | -11.7 | -1.1 | 0.0 | -2.9 | 0.2 | 4.3
Cc1ccc(C(=O)n2nc(-c3ccccc3)nc2NCc2ccco2)cc1 | -0.3 | 2.0 | -0.2 | -0.5 | -1.3 | -1.2 | 0.9 | 0.1 | 3.5 | 0.8 | -8.5
Cc1ccc(C(=O)NCCn2c(N)c(C#N)c3nc4ccccc4nc32)cc1 | -13.3 | -5.9 | -2.0 | -0.7 | -1.9 | i | -3.4 | -2.1 | -12.5 | -1.1 | -8.2
Cc1c(NS(=O)(=O)c2cccc(C(=O)Nc3ccccc3)c2)c(=O)n(-c2ccccc2)n1C | -7.3 | -1.1 | -0.1 | 0.7 | -1.1 | -5.1 | 0.8 | 1.3 | -6.9 | -1.5 | -4.5
O=S(=O)(NCCc1ccccc1)c1ccc(F)cc1 | 6.2 | 1.6 | -1.6 | -0.7 | -0.9 | -4.4 | 0.2 | -3.0 | 0.1 | 0.2 | 7.6
C=CCn1c(SCC(=O)Nc2cc(C)c(Cl)cc2OC)nnc1-c1ccco1 | -39.3 | -4.3 | -0.5 | -1.1 | -1.4 | 4.0 | -0.9 | -2.6 | -11.7 | -0.7 | -20.4
COc1cccc(NS(=O)(=O)c2ccc3c(c2)CCN3C(C)=O)c1 | 0.6 | -0.8 | -0.8 | -2.8 | -1.8 | 1.2 | -8.9 | -3.0 | -4.8 | -1.1 | -1.4
CCc1ccc(CCC(=O)Nc2sc(C)c(C)c2C(=O)OC)o1 | -15.7 | 0.1 | 0.0 | 1.3 | -1.0 | 0.8 | 2.2 | 1.1 | -6.9 | 0.4 | -11.2
CCC(Sc1ccc2nnc(-c3cccnc3)n2n1)C(=O)OC (centres undefined) | 2.0 | 2.0 | 0.6 | 0.3 | -1.0 | -10.0 | 0.1 | -2.4 | 3.1 | 0.4 | 2.2
CC(C)COP(=O)(c1ccc(N(C)C)cc1)C(O)c1ccncc1 (centres undefined) | 3.2 | -1.6 | 0.9 | -1.4 | -0.8 | 5.7 | 0.0 | 0.4 | -0.7 | -0.2 | 1.8
CC(C)(C)C(=O)/C(C#N)=C/c1ccc(O)cc1 | 3.0 | 0.1 | . | 0.2 | -1.5 | -1.5 | -0.5 | -2.1 | 2.6 | -0.2 | 1.0
CCOc1ccccc1NC(=O)NNC(=O)COc1cccc(C)c1C | -0.9 | 1.8 | -0.4 | -1.0 | -0.4 | 5.0 | -2.0 | 2.4 | -35.3 | 1.2 | -0.9
CCCn1c(N)c(C(=O)CN(C)CC(=O)Nc2c(C)cc(C)cc2C)c(=O)[nH]c1=O | 1.5 | 0.5 | 2.1 | 0.8 | -1.4 | 3.2 | 1.1 | -1.1 | 0.1 | -0.4 | -2.5
O=C1C=C(NCC2CCCO2)CC(c2ccccc2)C1 (centres undefined) | 10.6 | 0.8 | -0.3 | 0.1 | -2.0 | 1.1 | -0.7 | -0.1 | 1.7 | -0.2 | -6.6
CCOc1ccc2[nH]c3c(=O)n(CCc4ccc(OC)cc4)cnc3c2c1 | -4.8 | 1.4 | 0.4 | -1.3 | -1.1 | -67.1 | -2.0 | -1.5 | -7.9 | -0.4 | -1.1
C=CCNC(=O)c1onc(CSc2cccc(Cl)c2)c1C(=O)O | -2.0 | 1.9 | -0.4 | -0.8 | -1.5 | -11.5 | 2.6 | -1.7 | 6.6 | 0.4 | 2.8
CCc1ccc(NC(=O)CN(c2ccc(OC)cc2)S(=O)(=O)c2c(C)[nH]c(=O)[nH]c2=O)cc1 | -0.4 | 0.8 | 1.1 | 1.7 | -0.5 | 6.1 | -2.8 | -4.5 | -33.3 | 0.9 | 1.0
C=CCn1c(=O)c2c3c(sc2n2c(Nc4ccc(C(=O)OCC)cc4)nnc12)CCCC3 | 5.6 | 1.7 | 0.3 | -1.0 | -0.7 | 2.1 | 1.6 | -2.7 | -4.9 | -0.3 | 19.8
CCOc1ccc(NCCC#N)cc1 | -3.1 | -0.6 | -0.5 | -1.5 | -1.0 | 2.5 | 0.5 | -0.2 | 6.2 | 0.4 | 0.9
O=C(c1ccc(N2C(=O)c3ccccc3C2=O)cc1)N1CCN(S(=O)(=O)c2ccccc2F)CC1 | 3.1 | 0.3 | 0.8 | 0.3 | -1.6 | -12.7 | 3.7 | -1.3 | 2.2 | -0.6 | -0.9
COC(=O)c1sccc1NC(=O)Nc1ccc(Cl)c(Cl)c1 | -1.8 | 5.4 | 3.9 | 4.4 | -0.2 | -0.3 | 11.0* | 2.5 | 6.5 | 1.1 | -5.5
CN(C)c1ccc(/C=N/NC(=O)CCCO)cc1 | -11.9 | 3.7 | . | 1.3 | -1.1 | i | 2.0 | 1.7 | 14.2 | 0.1 | -0.1
O=C(CCCN=C1NS(=O)(=O)c2ccccc21)OCC(=O)c1ccc(F)cc1 | 4.0 | 1.9 | -1.6 | -0.3 | -0.5 | -8.7 | 3.7 | 0.8 | -2.6 | -0.6 | -4.1
COc1ccc(/C=C/c2n[nH]c(=O)c(C#N)c2C)cc1 | 1.9 | 2.7 | -1.1 | -1.0 | -1.3 | -9.2 | -0.8 | -1.9 | 1.7 | -0.1 | -2.8
CCOC(=O)CNC(=O)CSc1ncnc2c1cnn2-c1ccccc1 | 2.1 | -1.5 | 1.2 | -1.2 | -1.2 | -2.5 | 0.9 | 0.5 | -1.9 | -0.4 | 6.8
CC(=O)Nc1cc(NC(C)=O)cc(C(=O)OCC(=O)N2CC(C)OC(C)C2)c1 (centres undefined) | -0.5 | -2.2 | 0.4 | -1.7 | -0.2 | 5.3 | -0.5 | 0.6 | 8.0 | 0.8 | 6.7
Oc1ccc(/C=N/n2c(-c3ccccc3)n[nH]c2=S)cc1 | 3.3 | 1.7 | -0.7 | -1.1 | -1.5 | -0.9 | 0.3 | -2.4 | 0.5 | -0.4 | -4.3
COc1ccccc1N1CCN(C(=O)c2cc(-c3ccc(Cl)c(Cl)c3)on2)CC1 | 1.9 | 0.1 | -0.2 | -1.7 | -1.3 | 8.3 | 0.1 | 0.2 | 6.3 | 0.1 | -0.1
Oc1[nH]c2ccccc2c1C=Nc1ccc2c(c1)OCCO2 | -7.2 | 2.0 | 1.6 | 8.4* | 0.7 | -1.6 | 12.6* | 4.6 | 1.3 | 3.5 | 0.5
O=C(c1cccc(Br)c1)N1CCN(c2ccccn2)CC1 | 0.0 | -0.4 | . | -1.5 | -1.5 | 0.8 | -0.9 | -1.5 | -3.1 | 0.6 | 6.2
COc1ccccc1CNC(=O)C1CCN(S(=O)(=O)c2ccc3c(c2)OCCO3)CC1 | -2.6 | 0.1 | 0.5 | -0.7 | -0.1 | 2.9 | 0.6 | 6.2 | 1.5 | 0.7 | 4.7
COc1cc(OC)cc(C(=O)N2CCC(C(=O)Nc3ccc4c(c3)OCCO4)CC2)c1 | -0.7 | -0.8 | -2.1 | -3.3 | -1.0 | -1.1 | -3.1 | 0.1 | -9.7 | -0.6 | 0.2
